PAD4 inh = human PAD4 inhibitors, primary screen, biochemical, fluorescence polarization, 1536-well format; Protein-arginine deiminase type-4 (Homo sapiens), Q9UM07; recombinant PAD4, RCA probe fluorescence polarization; inhibition, % at 6.36 µM; 0.41% of 330,000 active; AID 485272, 2010;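 active = percent inhibition above a cutoff equal to the mean of all tested compounds plus 3 SD, cut at about 15% in these data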;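 also: 0% = PAD4 with RCA probe and DMSO and 100% = probe without PAD4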
PREPL inh = PREPL enzyme inhibitors, primary screen, biochemical, fluorescence polarization; recombinant PREPL, fluorescence polarization activity-based probe; inhibition, % at 5.96 µM; Prolyl endopeptidase-like (Homo sapiens), Q4J6C6; 0.68% of 320,000 active; AID 2751, 2010; in the data active = inhibition above about 43%;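 also: 0% = enzyme with DMSO and 100% = wells lacking enzyme; many of its hits are not listed in these tables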
PAFAH1B3 inh = PAFAH1B3 enzyme inhibitors, primary screen, biochemical, fluorescence polarization, human. Platelet-activating factor acetylhydrolase IB subunit alpha1 (Homo sapiens), Q15102. recombinant PAFAH1B3, FP-rhodamine probe. inhibition, % at 3.39 µM. 0.28% of 340,000 active. AID 492972, 2010;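 active = inhibition above the screen-wide average of all tested compounds plus 3 SD, cut at about 25% in these data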;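 also: 0% = enzyme with DMSO only and 100% = wells lacking PAFAH1B3 protein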
Target sequence (Q15102 whole entry, looked up): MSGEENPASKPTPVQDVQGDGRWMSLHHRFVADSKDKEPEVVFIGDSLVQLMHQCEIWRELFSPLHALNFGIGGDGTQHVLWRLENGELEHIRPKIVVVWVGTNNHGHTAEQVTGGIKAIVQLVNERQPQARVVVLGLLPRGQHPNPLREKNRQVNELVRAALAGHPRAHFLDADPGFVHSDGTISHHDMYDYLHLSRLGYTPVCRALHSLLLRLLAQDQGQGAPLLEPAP
PAFAH1B2 FP inh = PAFAH1B2 enzyme inhibitors, primary screen, biochemical, fluorescence polarization, human | Platelet-activating factor acetylhydrolase IB subunit alpha2 (Homo sapiens), P68402 | inhibition, % at 3.39 µM | 1.2% of 340,000 active | recombinant PAFAH1B2, FP-rhodamine activity probe | AID 492953, 2010;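 active = inhibition above the mean of all tested compounds plus 3 SD, cut at about 24% in these data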;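 also: 0% = enzyme with DMSO and 100% = wells lacking PAFAH1B2; many of its hits are not listed in these tables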
LYPLA2 counter = LYPLA2 inhibitors, primary screen, counter-screen for PME1 inhibitor project, biochemical, fluorescence polarization, FP-Rh probe ABPP; Acyl-protein thioesterase 2 (Homo sapiens), O95372; recombinant LYPLA2; inhibition, % at 5.9 µM; 0.38% of 320,000 active; AID 2177, 2009;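 active = inhibition above the screen-wide mean plus 3 SD, limit set per campaign, cut at about 26% in these data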;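 also: 0% = LYPLA2 with DMSO and 100% = wells lacking LYPLA2 enzyme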
LYPLA1 inh = LYPLA1 inhibitors, primary screen, counter-screen for PME1 inhibitor project, biochemical, fluorescence polarization, FP-Rh probe ABPP; AID 2174, 2009; recombinant LYPLA1; Acyl-protein thioesterase 1 (Homo sapiens), O75608; inhibition, % at 5.9 µM; 0.16% of 320,000 active;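 active = inhibition above the mean of all tested compounds plus 3 SD, set per campaign, cut at about 14% in these data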;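 also: inhibitors block serine hydrolase probe labeling of LYPLA1 so polarization falls; 0% = enzyme with DMSO and 100% = wells lacking LYPLA1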
Target sequence (O75608 whole entry, looked up): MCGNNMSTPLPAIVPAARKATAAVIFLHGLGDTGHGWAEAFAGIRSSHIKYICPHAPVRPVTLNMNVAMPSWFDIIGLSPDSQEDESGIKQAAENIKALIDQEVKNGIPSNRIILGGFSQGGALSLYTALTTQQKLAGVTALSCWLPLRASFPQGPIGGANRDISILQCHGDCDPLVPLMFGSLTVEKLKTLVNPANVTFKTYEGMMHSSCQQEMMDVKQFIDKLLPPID
PAFAH2 inh = PAFAH2 enzyme inhibitors, primary screen, biochemical, fluorescence polarization, human; Platelet-activating factor acetylhydrolase 2, cytoplasmic (Homo sapiens), Q99487; recombinant PAFAH2, FP-rhodamine activity probe; inhibition, % at 3.39 µM; 0.99% of 340,000 active;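 active = inhibition above the mean over all tested compounds plus 3 SD, cut at about 30% in these data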;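 also: inhibitors block probe labeling of enzyme so polarization drops; 0% = enzyme with DMSO and 100% = wells lacking PAFAH2 protein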
GSTO1 inh = inhibitors of recombinant GSTO1, primary screen, counter-screen for RBBP9 inhibitor project, biochemical, fluorescence polarization | AID 1974, 2009 | Glutathione S-transferase omega-1 (Homo sapiens), P78417 | activity-based probe fluorescence polarization | 1.1% of 300,000 active | inhibition, % at 5.96 µM;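 active = inhibition above the campaign mean inhibition plus 3 SD, cut at about 35% in these data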;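 also: 0% = GSTO1-1 with DMSO and 100% = wells lacking GSTO1-1 enzyme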
pPAFAH FP inh = pPAFAH enzyme inhibitors, primary screen, biochemical, fluorescence polarization, human | inhibition, % at 3.39 µM | Platelet-activating factor acetylhydrolase (Homo sapiens), Q13093 | 1.5% of 330,000 active | recombinant pPAFAH, FP-rhodamine probe fluorescence polarization;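 active = inhibition above the mean inhibition across the screen plus 3 SD, cut at about 25% in these data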;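 also: inhibitors block binding of the rhodamine activity-based probe so polarization drops; 0% = enzyme with DMSO and 100% = wells lacking pPAFAH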
Target sequence (Q13093 whole entry, looked up): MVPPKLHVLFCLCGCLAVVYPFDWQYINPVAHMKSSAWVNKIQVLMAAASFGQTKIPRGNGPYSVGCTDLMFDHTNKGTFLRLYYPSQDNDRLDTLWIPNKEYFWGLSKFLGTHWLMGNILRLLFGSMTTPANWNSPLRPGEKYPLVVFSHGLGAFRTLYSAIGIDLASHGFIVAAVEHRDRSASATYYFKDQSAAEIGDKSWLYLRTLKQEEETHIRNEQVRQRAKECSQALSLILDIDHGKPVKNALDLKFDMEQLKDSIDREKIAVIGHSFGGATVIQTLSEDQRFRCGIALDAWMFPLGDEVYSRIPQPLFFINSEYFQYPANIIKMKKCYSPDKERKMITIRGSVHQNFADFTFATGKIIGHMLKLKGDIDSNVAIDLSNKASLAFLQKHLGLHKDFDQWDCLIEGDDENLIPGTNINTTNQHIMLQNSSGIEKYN
Numbers without * were called inactive; . = no result given. A portion of the library; count on the stated rates, not on these rows.

nr	Molecule	PAD4 inh	PREPL inh	PAFAH1B3 inh	PAFAH1B2 FP inh	LYPLA2 counter	LYPLA1 inh	PAFAH2 inh	GSTO1 inh	pPAFAH FP inh
1	Cn1nc(C(C)(C)C)cc1NC(=O)Nc1ccc(F)cc1F	0	15	2	-2	-7	-1	13	4	-2
2	O=C(CSc1nnc(-c2ccc(Cl)cc2)n1-c1ccc(Cl)cc1)N/N=C/c1ccco1	2	24	5	6	3	-7	0	-6	3
3	CCCc1cc(C(N)=O)c(NC(=O)c2ccco2)s1	0	2	3	7	9	-1	2	2	3
4	CCOC(=O)Cc1csc(NC(=O)NC2(C(F)(F)F)Oc3ccccc3O2)n1	-2	6	6	2	-1	2	0	22	2
5	C=CCN1C(=O)C(Cc2ccc(OCC)cc2)S/C1=N\N=C\c1cccs1 (centres undefined)	-1	-13	2	2	-3	0	-2	1	-1
6	COC(=O)[C@H](C)NC(=O)Nc1ccc(Oc2ccccc2)cc1	-2	10	13	1	-7	-4	5	3	-3
7	COc1ccc(OC)c(Nc2nc(NCc3ccco3)c3ccccc3n2)c1	-3	20	13	3	0	-3	-1	-10	25*
8	COc1ccc(C2COC(=O)C2=N)c(NC(=O)c2ccccc2)c1 (centres undefined)	-4	5	3	2	8	4	-2	6	3
9	COc1cccc2c1OC1(C)CC2NC(=O)N1c1cccc(C(=O)N2CCN(c3ccccn3)CC2)c1 (centres undefined)	-1	1	1	4	0	0	1	3	3
10	COc1ccc(CN2CCN(CC3CC3)CC2CCO)c(C)c1C (centres undefined)	5	0	9	-1	0	1	0	-1	3
11	COc1ccc(NC(=O)C/C(C)=N/NC(=O)c2cccs2)c([N+](=O)[O-])c1	0	-10	-6	-2	-1	-1	6	9	2
12	COc1cccc(N2CCN(c3c(C#N)c(C(F)(F)F)nn3C)CC2)c1	0	17	14	1	4	4	-1	-10	-5

nr	Molecule	PAD4 inh	PREPL inh	PAFAH1B3 inh	PAFAH1B2 FP inh	LYPLA2 counter	LYPLA1 inh	PAFAH2 inh	GSTO1 inh	pPAFAH FP inh
13	CCCn1c(=S)[nH]c2cc(C(=O)N3CCN(c4ccccc4OC)CC3)ccc2c1=O	2	-1	-5	-2	0	-3	-2	2	-1
14	Cc1ccc(Cn2nnc3c(=O)[nH]c(C4CCN(C(=O)Cc5cccs5)CC4)nc32)cc1	-8	17	11	2	1	0	4	1	-1
15	Cc1ccccc1NS(=O)(=O)c1cccc2nsnc12	-3	-3	6	7	-8	-1	-2	-4	2
16	COc1ccc2oc(C(=O)NC3CCCCC3)c(C)c2c1	-5	4	6	0	-2	-2	0	-7	14
17	C=CCn1c(=S)[nH]c2nc3c(cc2c1=O)CCCC3	-1	14	11	2	1	2	-4	5	-3
18	CC(C)N(C(=O)CSc1nc2ccccc2n1Cc1ccccc1)C(C)C	-2	-10	0	1	-3	2	-9	4	4
19	CSCCC1NC(=O)N(CC(=O)Nc2c(C(C)C)cccc2C(C)C)C1=O (centres undefined)	1	8	0	-3	-7	1	3	12	-4
20	CC1(C)Cc2nc(N)c(C(=O)NCCO)cc2CO1	-1	4	5	-2	-4	-1	-8	-1	4
21	Cc1ccc2c(c1)N(CC(=O)NC(C)CCc1ccccc1)C(=O)c1cccnc1O2 (centres undefined)	-3	-3	13	0	0	-4	-1	-1	-1
22	O=C(COc1ncnc2ccccc12)NCCc1ccc(F)cc1	-4	-14	6	4	1	-2	3	5	0
23	COC(=O)[C@]1(CC(C)C)N[C@H](c2ccc(SC3CCCCC3)c(OC)c2)[C@@H]2C(=O)N(C)C(=O)[C@@H]21	2	1	0	4	-2	0	9	4	6
24	CNC(=S)Nc1cc(C(=O)N2CCCC2)ccc1N1CCCC1	-1	3	5	-1	-4	-3	6	-1	0

nr	Molecule	PAD4 inh	PREPL inh	PAFAH1B3 inh	PAFAH1B2 FP inh	LYPLA2 counter	LYPLA1 inh	PAFAH2 inh	GSTO1 inh	pPAFAH FP inh
25	CCC(CC)C(=O)Nc1ccncc1	-4	4	.	.	-1	-3	.	-2	-3
26	C=CCN1c2ccccc2C(=O)C(C)S1(=O)=O (centres undefined)	-2	.	9	4	.	.	-2	.	7
27	NNC(=O)c1[nH]c(-c2ccccc2)cc1-c1ccccc1	0	0	6	-2	-12	-11	8	-4	7
28	COc1ccc(CC(=O)OC(C)CN2CCOCC2)cc1 (centres undefined)	-1	-1	6	-1	-2	1	-4	5	4
29	COc1cc(C(C)=O)ccc1OCC(=O)N(CCC1=CCCCC1)c1c(N)n(Cc2ccccc2)c(=O)[nH]c1=O	-3	-16	5	-5	1	0	-5	-4	7
30	O=C(O)C1C2C=CC(O2)C1C(=O)NCCCn1ccnc1 (centres undefined)	-4	7	.	.	11	7	.	5	5
31	Cc1ccc(S(=O)(=O)N2CCCC2C(=O)n2nc(C)cc2C)cc1 (centres undefined)	-6	-2	-3	-2	5	3	-3	1	4
32	CCC(SC1=NCCS1)C(=O)Nc1ccc(S(N)(=O)=O)cc1 (centres undefined)	3	1	-4	-1	7	5	1	4	1
33	Nc1cccc(Oc2ccc3c(c2)C(=O)NC3=O)c1	1	-11	2	9	9	1	3	9	-4
34	N#Cc1cc([N+](=O)[O-])ccc1Oc1cccc(/C=N/NC(=O)c2cccc(Cl)c2)c1	-2	4	-13	-11	19	-20	-24	-20	4
35	O=C(COC(=O)c1ccc2ccccc2n1)c1ccc(F)cc1	-7	-3	14	0	-2	0	10	-6	19
36	c1coc(-c2nc(-c3ccncc3)no2)c1	1	16	10	5	-4	2	2	1	-4

Looked up above:
PAD4 inh, #34 reads -2
GSTO1 inh, #27 reads -4
PAD4 inh, #31 reads -6
PAFAH1B3 inh, #26 reads 9
LYPLA1 inh, #29 reads 0
PAFAH1B3 inh, #36 reads 10
PAFAH2 inh, #28 reads -4

(listing goes on)
nr	Molecule	PAD4 inh	PREPL inh	PAFAH1B3 inh	PAFAH1B2 FP inh	LYPLA2 counter	LYPLA1 inh	PAFAH2 inh	GSTO1 inh	pPAFAH FP inh
37	CC(C)CCOCC(=O)Oc1ccccc1C(=O)O	1	5	8	6	9	1	-3	2	4
38	Cc1ccc(-n2c(C(C)n3nc(C)c([N+](=O)[O-])c3C)n[nH]c2=S)cc1 (centres undefined)	-2	10	0	1	12	1	-10	8	3
39	C=C1CCN(C(C)C(=O)O)S(=O)(=O)c2ccccc21 (centres undefined)	-3	4	8	-7	3	-2	-4	0	9
40	Cc1ccc(N(CC(=O)NCC2CCCO2)S(C)(=O)=O)cc1Cl (centres undefined)	-1	-1	8	-1	1	-2	4	7	5
41	Cc1ccc(CNC(=O)CCCC(=O)c2ccccc2)cc1	0	-14	2	6	2	-2	-4	1	2
42	Cc1ccc(CC2(O)CC(C)N(C)CC2C)c(C)c1 (centres undefined)	1	4	5	3	5	0	2	-2	1
43	COc1ccccc1Cc1nc(-c2ccc(C)cc2)no1	1	7	0	3	7	2	-7	1	5
44	CCc1noc(C)c1C(=O)OCC(=O)NC(C)c1ccccc1 (centres undefined)	0	-3	5	-1	5	-1	-2	.	35*
45	CC1CN(C(=O)c2cc3ccccc3oc2=O)CC(C)O1 (centres undefined)	1	12	3	6	4	8	-6	8	0
46	CC(C)CCNC(=O)CSc1nc2ccccc2c(=O)[nH]1	-4	14	1	1	-1	1	7	-2	5
47	CCCn1c(N2CCN(CC(=O)Nc3ccc4c(c3)OCCO4)CC2)nc2ccccc21	-1	1	6	-9	2	2	-16	2	7
48	CCOc1ccc(/C=N/NC(=O)c2c(-c3ccccc3)noc2C)cc1	-1	-2	1	-1	-6	1	-3	8	-2

Only pPAFAH FP inh and PREPL inh (2 entries from above):
item	molecule	pPAFAH FP inh	PREPL inh
43	COc1ccccc1Cc1nc(-c2ccc(C)cc2)no1	5	7
46	CC(C)CCNC(=O)CSc1nc2ccccc2c(=O)[nH]1	5	14

Part of the list above, as labelled records:
#41 Cc1ccc(CNC(=O)CCCC(=O)c2ccccc2)cc1
  PAD4 inh: 0	PREPL inh: -14	PAFAH1B3 inh: 2	PAFAH1B2 FP inh: 6	LYPLA2 counter: 2	LYPLA1 inh: -2	PAFAH2 inh: -4	GSTO1 inh: 1	pPAFAH FP inh: 2

#42 Cc1ccc(CC2(O)CC(C)N(C)CC2C)c(C)c1 (centres undefined)
  PAD4 inh: 1	PREPL inh: 4	PAFAH1B3 inh: 5	PAFAH1B2 FP inh: 3	LYPLA2 counter: 5	LYPLA1 inh: 0	PAFAH2 inh: 2	GSTO1 inh: -2	pPAFAH FP inh: 1

#48 CCOc1ccc(/C=N/NC(=O)c2c(-c3ccccc3)noc2C)cc1
  PAD4 inh: -1	PREPL inh: -2	PAFAH1B3 inh: 1	PAFAH1B2 FP inh: -1	LYPLA2 counter: -6	LYPLA1 inh: 1	PAFAH2 inh: -3	GSTO1 inh: 8	pPAFAH FP inh: -2

#37 CC(C)CCOCC(=O)Oc1ccccc1C(=O)O
  PAD4 inh: 1	PREPL inh: 5	PAFAH1B3 inh: 8	PAFAH1B2 FP inh: 6	LYPLA2 counter: 9	LYPLA1 inh: 1	PAFAH2 inh: -3	GSTO1 inh: 2	pPAFAH FP inh: 4

The results go on.
nr	Molecule	PAD4 inh	PREPL inh	PAFAH1B3 inh	PAFAH1B2 FP inh	LYPLA2 counter	LYPLA1 inh	PAFAH2 inh	GSTO1 inh	pPAFAH FP inh
49	O=[N+]([O-])c1ccc2c(c1)C(O)n1nc(-c3ccccc3)nc1S2 (centres undefined)	0	3	5	2	5	-1	0	-2	1
50	COc1cccc(C2=NOC(C(=O)Nc3cccc(C(C)=O)c3)C2)c1OC (centres undefined)	-3	4	1	3	1	1	2	6	8
51	COCCOC(=O)C1=C(C)N(c2ccccc2)C(=O)NC1c1cccc([N+](=O)[O-])c1 (centres undefined)	-5	3	1	-5	-1	3	0	1	-4
52	CCCN1CCC(=NNc2ccc(S(=O)(=O)N(CC)CC)cc2[N+](=O)[O-])CC1	-1	-1	1	-3	12	2	27	1	4
53	N#Cc1cc(N)ccc1Sc1ccccc1	-2	3	1	4	-6	-4	4	2	3
54	COc1ccccc1OCc1ccc(C(=O)NCc2ccco2)o1	-1	-4	1	2	1	4	-4	-6	4
55	COc1cccc(N2CCN(C(=O)c3ccc(CS(=O)c4ccccc4C)o3)CC2)c1 (centres undefined)	2	22	4	5	6	4	-1	-2	4
56	Fc1ccccc1NC(=S)Nc1cccc2cnccc12	14	-4	9	0	1	-2	-3	33	0
57	O=C(NCC1CCN(S(=O)(=O)c2ccccc2)CC1)Nc1ccc(F)cc1	1	-1	4	2	-1	0	-2	2	3
58	COc1ccc(C(=O)Cn2c(Br)nc3c2c(=O)n(C)c(=O)n3C)cc1OC	5	3	3	1	6	4	-3	3	-2
59	C/C=C/c1ccc(OCCN2C(=O)NC(C)(C)C2=O)c(OC)c1	0	20	-1	-1	1	1	1	-2	5
60	COc1cc(NC(=O)CCc2c(C)[nH]c(=O)c(C#N)c2C)cc(OC)c1	-2	-1	-1	7	0	-5	0	2	5
